Bioassay records as filed in PubChem.
Lipid storage S3 = qHTS Assay for Lipid Storage Modulators in Drosophila S3 Cells | Drosophila S3 cells, BODIPY lipid droplet fluorescence, 18-24 h; cells fed with added oleic acid | lipid storage change, negative = inhibition, % at the top dose, mostly 46.1 µM; hits show Potency in µM | hit rate 0.64% among 320,000 | AID 2685, 2010; active = well fitted inhibition curve with a large enough effect in the signal ratio, with a control signal flat, not every such curve was filed as active; inconclusive = small, poorly fitted or top-dose-only effect, or effect the other way, or a change in a side signal; the % refers to the signal ratio
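Drosophila S3 cells got compounds at several concentrations plus oleic acid (400 uM solution). Laser-scanning cytometry with 488 nm excitation read lipid droplets at 500-530 nm and cells at 575-640 nm. Percent activity was relative to 20 uM Triacsin C.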
Lipid storage S3 cell count max = second read-out of Lipid storage S3, no call of its own (marks repeat the call); cell number change, %; measured here: cell count max response;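 cells counted by Cell Tracker Red CMTPX staining in the red channel; peak over a dose series mostly up to 46.1 µM; percent activity relative to internal control wells on each plate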
Starred values were filed as active, the others as inactive; i = inactive; ? = inconclusive; . = not tested or not shown; [ ] = dose if it differs, or a comment. % is set by controls: 0 for no effect and ±100 for the full control effect; potency is the fitted concentration of half-maximal effect.

Start of the listing, in advance:
SMILES	Lipid storage S3	Lipid storage S3 cell count max
Cc1ccc(S(=O)(=O)N2CCN(Cc3ccccc3C(F)(F)F)CC2)cc1	?	.
CC(=O)Nc1cccc(NC(=O)C(C)N2c3cccc4cccc(c34)S2(=O)=O)c1 (centres undefined)	i	21
C=CC[N+]1(CC#Cc2ccccc2)CCCC1	?	.
Cc1cc(C)nc(NC(=O)Cc2ccc(Cl)cc2)c1	14%	-6

Main list, from the first entry:
SMILES	Lipid storage S3	Lipid storage S3 cell count max
Cc1ccc(S(=O)(=O)N2CCN(Cc3ccccc3C(F)(F)F)CC2)cc1	?	.
CC(=O)Nc1cccc(NC(=O)C(C)N2c3cccc4cccc(c34)S2(=O)=O)c1 (centres undefined)	i	21
C=CC[N+]1(CC#Cc2ccccc2)CCCC1	?	.
Cc1cc(C)nc(NC(=O)Cc2ccc(Cl)cc2)c1	14%	-6
Cc1cc(C(=O)NNS(=O)(=O)c2ccc(F)cc2)nn1C(C)(C)C	8%	11
CCn1c(SCC(=O)c2ccc(F)cc2)nnc1-c1ccoc1C	i	17
CCN(C(=O)CSc1nc2ccccc2c(=O)n1-c1cccc(C)c1)C1CCS(=O)(=O)C1 (centres undefined)	?	.
O=C(CSc1nnc(-c2cccnc2)s1)Nc1ccccc1	13%	14
O=C(NC1CCCC1)C(c1ccsc1)N(Cc1ccco1)C(=O)Cc1cccs1 (centres undefined)	?	.
COc1ccc(N2CCN(C(=O)C3CCCO3)CC2)cc1 (centres undefined)	i	9
COc1ccccc1C(=O)NNC(=O)CCN1C(=O)/C(=C\c2ccccc2)SC1=S	94%	13
CC(C)N1CCC(N2CCN(Cc3cccc4nonc34)CC2CCO)CC1 (centres undefined)	-6%	-4
O=C(NNC(=O)c1csc(-c2cccnc2)n1)Nc1ccc(Cl)cc1	13%	-2
CCOc1cccc2sc(NN)nc12	-10%	-1
Cn1c(SCCN2CCCCC2)nnc1-c1ccccc1Br	?	.
O=C(Nc1ncc(C(F)(F)F)cc1Cl)C1COc2ccccc2O1 (centres undefined)	?	.
CCOC(=O)CN1C(=N)N(c2nc(NC(C)C)nc(OC)n2)CC1=O	-9%	7
COc1ccc(CNc2ccc([N+](=O)[O-])cn2)cc1	i	21
COc1ccc(N(CC(=O)Nc2cc(OC)ccc2OC)S(=O)(=O)c2c(C)nn(C)c2C)cc1	7%[9.22 µM]	.
Cc1cc(Sc2nc(N(C)C)nc(N(C)C)n2)nc(Cl)n1	?	.
CC(C)Oc1cccc(C(=O)C2CCCN(C(=O)c3ccoc3)C2)c1 (centres undefined)	?	.
CCN(CC)S(=O)(=O)c1ccc(N2CCOCC2)c(NC(=O)COc2ccc(C#N)cc2)c1	-37%	-3
O=C(CSc1nccn1Cc1ccco1)Nc1ccccc1	-12%	2
NC(N)=Nc1nc(-c2ccccc2)c2cc(F)ccc2n1	?	.
O=C(Cn1cc(C(F)(F)F)ccc1=O)NCCc1ccc(Cl)cc1Cl	6%	0
CCCCN(CCCC)Cc1ccc(N)cc1	?	.
COc1cc(/C=C2\SC(N3CCC(C)CC3)=NC2=O)ccc1O	11%	13
Cc1oc2c(c1C(=O)NCc1ccccc1)CCCC2	i	.
COC(=O)c1ccc(COC(=O)c2cc3ccccc3oc2=O)cc1	i	12
CCOC(=O)C1CCCN(C(=O)Cn2cccc2C(=O)c2ccccc2)C1 (centres undefined)	2%	7
COCCn1c(SCC(=O)Nc2ccccc2C(F)(F)F)nc2ccccc2c1=O	?	.
CC(C)CC(=O)Nc1nnc(SCC(=O)NCC2CCCO2)s1 (centres undefined)	?	.
Cc1ccc(S(=O)(=O)N(C)c2cc(S(=O)(=O)Nc3ccncc3)c(C)cc2C)cc1	?	.
O=C(O)c1cc2c(=O)c3ccccc3oc2nc1C(F)(F)F	?	.
Nc1cc(N)cc(-c2nc3ccccc3[nH]2)c1	10%	11
CCCCCCCCNc1ncnc2ccccc12	?	.

3 entries already listed, arranged by their value in Lipid storage S3, highest first:
SMILES | Lipid storage S3
COc1cc(/C=C2\SC(N3CCC(C)CC3)=NC2=O)ccc1O | 11%
Nc1cc(N)cc(-c2nc3ccccc3[nH]2)c1 | 10%
CCOC(=O)C1CCCN(C(=O)Cn2cccc2C(=O)c2ccccc2)C1 (centres undefined) | 2%

Additional results:
SMILES	Lipid storage S3	Lipid storage S3 cell count max
COc1ccc(C(=O)O)cc1NCc1ccc(C)s1	4%	0
CCOC(=O)N1CCN(C(=O)c2ccc(Cl)nc2)CC1	?	.
CC1=Nc2cc(C(=O)NCC3CCCO3)ccc2Sc2ccc(Br)cc21 (centres undefined)	-17%	-14
CC(=O)Nc1cccc(-c2nc3ccc(NC(C)=O)cc3s2)c1	-7%	11
Cc1ccc(OCCn2cc(/C=N/NC(=O)c3ccncc3)c3ccccc32)cc1	28%	1
NS(=O)(=O)c1ccc(CNC(=S)NC2CC2)cc1	4%	-1
O=C(O)c1ccc(Cl)c(S(=O)(=O)Nc2ccc3[nH]c(=O)[nH]c3c2)c1	?	.
CCN1/C(=C/C=C/c2oc3ccc(-c4ccccc4)cc3[n+]2CC)Oc2ccc(-c3ccccc3)cc21	?	.
COc1c(/C=N/Nc2ccc(C(=O)O)cc2)c(CCN(C)C(C)=O)cc2c1OCO2	?	.
CCOC(=O)N1CCN(C(=O)COCc2cc(-c3ccc4c(c3)OCO4)on2)CC1	?	.
O=S(=O)(N1CCCCCC1)N1CCN(S(=O)(=O)N2CCCCC2)CC1	?	.
COc1ccccc1NC(=O)Cc1ccc(-c2ccccc2)cc1	?	.
CC/C(Cc1ccccc1)=N/NC(=O)CNC(=O)c1ccc(Cl)cc1Cl	-55%	-7
COc1cc(Br)cc(C2C3=C(CCCC3=O)N(c3ccc(F)cc3)C3=C2C(=O)CCC3)c1O	?	.
O=C(CCCOc1ccc(Cl)cc1Cl)NCCCO	i	-16
Cc1cc(C)cc(NC(=S)N2CCN(CCO)CC2)c1	1%	3
O=c1[nH]c2ccccc2nc1/C=C/c1ccc(Cl)cc1	?	.
COC(=O)c1ccc(COc2ccccc2/C=C(\C#N)C(=O)Nc2c(C)cc(C)cc2C)cc1	11%	10
C1CN(c2nc(N3CCOCC3)nc(N3CCOCC3)n2)CCO1	-14%	6
C=CCOc1ccc(/C=C/C(=O)OCC(=O)N(C)CC(=O)Nc2ccccc2Cl)cc1	i	.
Cc1c(C(=O)Nc2ccc(S(=O)(=O)N(C)C3CCN(C)CC3)cc2)oc2c(Cl)cccc12	22%	13
Cc1cnn(CCC(=O)NNC(=S)Nc2ccccc2)c1	7%	-13
COCCn1nnnc1C(c1cccc(C(F)(F)F)c1)N1CCN(Cc2ccccc2)CC1 (centres undefined)	-5%	1
CC(C)COC(=O)c1cccc2c1-c1ccccc1/C2=N\O	6%	.
COc1ccc(/C=C(\C#N)C(=O)Nc2cccnc2)cc1	6%	-9
COc1ccc(S(=O)(=O)N2Cc3ccccc3CC2C(=O)Nc2nccs2)cc1 (centres undefined)	-14%	-12
Cc1cc(N2CCCC2)ccc1/C=C1/C(=O)N(C)C(=S)N1C	?	.
CCOc1ccc(S(=O)(=O)N2CCN(C(=O)C3CCC3)CC2)cc1	?	.
O=C(CCNC(=O)c1ccccc1Cl)Nc1cc(C(F)(F)F)ccc1N1CCCC1	?	.
CC(OC(=O)CC1Sc2ccccc2NC1=O)C(=O)NC1CCCC1 (centres undefined)	?	.
CCCC(C)n1[nH]c(=O)c2c(C)cc(C)nc21 (centres undefined)	0%	13
CCc1ccc(-n2c(SCC(=O)NC3CCS(=O)(=O)C3)nc3ccccc3c2=O)cc1 (centres undefined)	3%	-14
C=CCn1c(C(CCCC)CC(O)COCCC)n[nH]c1=S (centres undefined)	-10%	4
CCC/C(O)=C1\C(=O)CCCC1=NCCc1ccc(OCC)c(OCC)c1	?	.
O=c1c2ccccc2nnn1COc1cccc2ccccc12	?	.
CCC(C(=O)Nc1cc(Cl)ccc1OC)c1ccccc1 (centres undefined)	?	.
Cc1ccc(N2C(S)=C(C#N)C(=O)NC2c2cccs2)cc1 (centres undefined)	?	.
COC(=O)N/N=C(C)\C=C\c1ccco1	13%	2
CCOC(=O)N1CCN(C(=S)NC(=O)C2CCCC2)CC1	4%	13
CS(=O)(=O)N1CCN(C(=O)c2cc3ccccc3oc2=O)CC1	?	.
CCN(CC(=O)NC)S(=O)(=O)c1ccc(Br)cc1	?	.
O=C(c1ccc(N2CCN(C3CC(=O)N(Cc4cccs4)C3=O)CC2)cc1)c1cccnc1 (centres undefined)	?	.
CCCCn1c(N)c(N(CCOC)C(=O)COC(=O)CSc2cc(C)c3ccccc3n2)c(=O)[nH]c1=O	25%	.
CSCCC(NS(=O)(=O)c1cccs1)C(=O)NCc1ccccc1 (centres undefined)	-3%	7
Cc1noc(C)c1C(=O)Nc1ccccc1C(=O)NCCc1ccccc1	-20%	9
Cc1c(C(=O)NCc2ccco2)oc2ccc(S(=O)(=O)N3CCC4(CC3)OCCO4)cc12	-9%	-6
Fc1ccc(-n2cc(-c3ccccc3)[n+]3c2SCC3)cc1	?	.
Fc1ccc(CNC(=S)Nc2ccc(Cl)cc2Cl)cc1	?	.

Complete entries from above. Order of values: Lipid storage S3, Lipid storage S3 cell count max
CS(=O)(=O)N1CCN(C(=O)c2cc3ccccc3oc2=O)CC1 reads ?, .
Fc1ccc(-n2cc(-c3ccccc3)[n+]3c2SCC3)cc1 reads ?, .
Cc1c(C(=O)NCc2ccco2)oc2ccc(S(=O)(=O)N3CCC4(CC3)OCCO4)cc12 reads -9%, -6
Cc1ccc(N2C(S)=C(C#N)C(=O)NC2c2cccs2)cc1 (centres undefined) reads ?, .
CCCCn1c(N)c(N(CCOC)C(=O)COC(=O)CSc2cc(C)c3ccccc3n2)c(=O)[nH]c1=O reads 25%, .

(listing goes on)
SMILES	Lipid storage S3	Lipid storage S3 cell count max
O=C(NCc1ccco1)c1cc(S(=O)(=O)N2CCCCC2)ccc1Cl	i	-17
O=C(Nc1ccccc1)c1n[nH]c(Cn2cncn2)n1	?	.
COC(=O)c1cn(S(=O)(=O)c2ccccc2)c2ccccc12	21%	15
CCC(C)(C)C1CCc2[nH]nc(C(=O)O)c2C1 (centres undefined)	?	.
O=C(CSC1CC(=O)N(CCc2ccccc2)C1=O)Nc1ccc(Br)cc1 (centres undefined)	?	.
COc1ccc(S(=O)(=O)N(C)c2ccc(C(=O)N3CCC(C(N)=O)CC3)cc2)cc1OC	?	.
CCOC(=O)N1CCC(NC(=O)CS(=O)Cc2nc(-c3ccc(OC)c(OC)c3)oc2C)CC1 (centres undefined)	2%	7
Cc1nc2ccc(S(=O)(=O)N(C)CC(=O)N3CCc4ccccc43)cc2s1	9%	6
O=C(Cn1cnc2c(nnn2-c2cccc(Cl)c2)c1=O)N1CCOCC1	i	.
Cc1cccc(C(=O)Nc2ccc(C(=O)Nc3ccc(O)cc3)cc2)c1	?	.
CC(Sc1nncs1)C(=O)Nc1ccc2c(c1)OCCO2 (centres undefined)	12%	11
c1ccc2oc(SCc3nc4ccccc4s3)nc2c1	?	.

Two compounds picked at random from the list so far, as already listed:
SMILES	Lipid storage S3	Lipid storage S3 cell count max
O=C(NCc1ccco1)c1cc(S(=O)(=O)N2CCCCC2)ccc1Cl	i	-17
CCC(C)(C)C1CCc2[nH]nc(C(=O)O)c2C1 (centres undefined)	?	.

(listing goes on)
SMILES	Lipid storage S3	Lipid storage S3 cell count max
CC1CCCN(C(=O)c2ccc(Br)c(S(=O)(=O)N3CCOCC3)c2)C1 (centres undefined)	i	-9
Cc1ccc(OCCN2C(=O)c3ccccc3C2=O)cc1	?	.
COc1ccc(NC(=O)[C@H](COCc2ccccc2)NC(=O)OC(C)(C)C)cc1	1%	-12
O=C(CCCc1cccs1)Nc1ccc2c(c1)OCO2	10%	.
O=C(Nc1ccc(N2CCCC2=O)cc1)c1cncc(Br)c1	?	.
COc1ccc(C(=O)c2c[nH]c(C(=O)N=CN(C)C)c2)cc1	?	.
O=C(CNc1ccccc1)N/N=C/c1cc([N+](=O)[O-])ccc1N1CCCC1	22%	-4
Cc1ccc(CSCCC(=O)NCCc2ccc(Cl)cc2)cc1	1%	-14
O=C(Nc1ccccc1Oc1ccccc1)c1cccc([N+](=O)[O-])c1	?	.
Clc1ccc(CN2CCN(/N=C/c3ccco3)CC2)cc1	-1%	6
COc1ccc(CNC(=O)[C@H](Cc2c[nH]c3ccccc23)NC(C)=O)cc1OC	-6%	-7
COc1ccc(NC(=O)CS(=O)c2ccc(F)cc2)cc1 (centres undefined)	?	.
Cc1ccccc1OC(C)C(=O)NCc1cccnc1 (centres undefined)	?	.
COc1ccc(NC(=O)CSc2nc3ccccc3nc2N2CCCC2)cc1	-21%	-12
O=C(c1ccc(OC2CCN(CCc3ccccc3)CC2)cc1)N1CCCC(CO)C1 (centres undefined)	13%	4
O=[N+]([O-])c1cc(/C=N/N/C(=N/c2ccccn2)c2ccccn2)ccc1O	?	.
COCCCNC(=S)NCCNc1nc2cc(C)cc(C)c2cc1C#N	11%	5
Cn1cnnc1SCC(=O)NCc1ccccc1	?	.
CCCNc1c(NC(=O)C2CCC(C)CC2)c(=O)oc2ccccc12 (centres undefined)	24%	13
O=C(NCc1ccc(Cl)cc1)N1CCOCC1	11%	14
NNC(=O)C(=O)NCCCN1CCOCC1	?	.
Cc1ccc2[nH]c(=O)c3cc(C(=O)N(C)c4ccccc4C)sc3c2c1	-4%	-4
COC(=O)c1ccc2[nH]cc(CCO)c2c1	0%	13
N#Cc1cc2c(ccc3ccccc32)oc1=O	?	.

This is a subset; rates above refer to the full screens.
